LEDGF integ inh: blocks HIV-1 LEDGF/p75-dependent DNA integration | TR-FRET IN-LEDGF/p75 DNA integration, Eu/Cy5 | inhibition, % at 3.7 µM | actives 0.64% (n = 370,000) | AID 743269;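 active = inhibition above the screen-wide mean plus 3 SD, cut at about 13% in these data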;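 note: signal is the Cy5 over europium emission ratio at 671 and 618 nm; 0% = plate median of compound wells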
TDP2 inh: blocks human TDP2 phosphodiesterase activity. O95551. recombinant TDP2, T5PNP hydrolysis, p-nitrophenol absorbance 415 nm. inhibition, % at 12.8 µM. actives 0.34% (n = 370,000). AID 720702;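 active = inhibition above the mean of all tested compounds plus 3 SD, set per campaign, cut at about 25% in these data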;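 note: 0% = DMSO with enzyme and 100% = buffer with substrate but no TDP2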
Target sequence (O95551 whole entry, looked up): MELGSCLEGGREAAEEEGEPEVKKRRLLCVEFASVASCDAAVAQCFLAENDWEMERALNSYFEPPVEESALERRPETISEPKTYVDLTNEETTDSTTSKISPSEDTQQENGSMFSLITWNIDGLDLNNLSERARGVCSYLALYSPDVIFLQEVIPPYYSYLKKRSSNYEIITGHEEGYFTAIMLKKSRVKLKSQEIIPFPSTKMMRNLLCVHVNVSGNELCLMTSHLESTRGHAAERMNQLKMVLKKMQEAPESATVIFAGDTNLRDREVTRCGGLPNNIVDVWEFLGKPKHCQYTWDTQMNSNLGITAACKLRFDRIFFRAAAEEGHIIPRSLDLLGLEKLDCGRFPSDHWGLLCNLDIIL
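System: recombinant human TDP2 / Amount: 120 nM TDP2 per well / Also added: 5 mM T5PNP chromogenic substrate / Doses: 12.8 µM single point, 1% DMSO / Incubation: 2 h at 37 °C / Detection: p-Nitrophenol epi absorbance / Evaluation: % inhibition relative to enzyme-containing and enzyme-free wells / Repeats: singlicate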
HTRA1 inhibitor: HTRA1 (human) protease inhibition; recombinant HTRA1, FP-rhodamine activity-based probe, fluorescence polarization; inhibition, % at 5.96 µM; actives 0.5% (n = 340,000); AID 504803; in the data active = inhibition above about 36%;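 note: 0% = enzyme with DMSO and 100% = wells lacking enzyme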
Target sequence (Q92743 whole entry, looked up): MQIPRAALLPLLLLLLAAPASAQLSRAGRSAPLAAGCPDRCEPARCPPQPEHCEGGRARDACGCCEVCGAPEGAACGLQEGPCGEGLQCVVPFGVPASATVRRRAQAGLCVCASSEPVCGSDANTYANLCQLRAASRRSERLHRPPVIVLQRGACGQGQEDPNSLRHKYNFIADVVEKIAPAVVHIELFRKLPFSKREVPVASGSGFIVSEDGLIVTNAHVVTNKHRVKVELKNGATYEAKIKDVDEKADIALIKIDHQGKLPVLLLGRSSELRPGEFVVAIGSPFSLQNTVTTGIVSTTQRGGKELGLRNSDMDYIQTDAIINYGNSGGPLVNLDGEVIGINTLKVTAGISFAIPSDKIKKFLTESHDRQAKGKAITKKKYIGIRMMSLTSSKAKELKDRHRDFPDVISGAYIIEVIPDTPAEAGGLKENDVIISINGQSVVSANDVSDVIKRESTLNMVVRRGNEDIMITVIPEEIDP
SIAE inh: inhibitors of human sialic acid acetylesterase SIAE | actives 0.69% (n = 370,000) | SIAE FP-Rh probe binding, fluorescence polarization | AID 1053197 | Q9HAT2 | inhibition, % at 9.66 µM;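 active = inhibition above a cutoff: mean of compounds within the control limits plus 3 SD of those, cut at about 17% in these data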;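 note: 0% = plate median of compound wells and 100% = probe without SIAE protein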
PRMT1 FP inh: blocks human protein arginine methyltransferase 1; Q99873; recombinant PRMT1, activity-based probe fluorescence polarization; inhibition, % at 2.79 µM; actives 1.3% (n = 370,000); AID 652257;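 active = inhibition above about 21% made by adding two undisclosed values, limit read from the data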
PG9 binder: PG9 antibody binding by small molecule | TR-FRET gp120-PG9 antibody binding | inhibition, % at 6.7 µM | actives 0.43% (n = 360,000); in the data active = inhibition above about 8.5%
ABHD4 inh: ABHD4 (mouse) inhibition, primary FP screen | Q8VD66 | purified mABHD4, FP-Rh probe fluorescence polarization | inhibition, % at 8.92 µM | actives 0.54% (n = 370,000) | AID 720543;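 active = inhibition exceeding the mean over every tested compound plus 3 SD, cut at about 30% in these data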;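 note: 0% = plate median of compound wells and 100% = S159A mutant with DMSO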
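Assay system: Wild-type mouse ABHD4 protein | Medium: HEPES pH 7.0 buffer, 150 mM NaCl, 0.01% Pluronic F-127 | Incubation: Enzyme–compound pre-incubation 45 min, then probe 60 min, both 25 °C | Technique: Fluorescence polarization with parallel and perpendicular emission, 525/598 nm | Evaluation: % inhibition of FP-Rh probe binding versus controls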
rCAG RNA binder: binds r(CAG) RNA repeats; r(CAG) RNA repeat, TO-PRO-1 dye displacement fluorescence; inhibition, % at 3 µM; actives 1.3% (n = 370,000);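 active = inhibition above the plate cutoff, the mean of all test compounds on that plate plus 3 SD, cut at about 35% in these data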;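 note: 0% = DMSO alone and 100% = 100 µM mitoxantrone as full dye displacement; higher means more dye released from RNA so lower well fluorescence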
Rev-erbA mod: modulates human Rev-erb alpha binding to DNA; AID 1259318; P20393; Rev-erbα–FITC-DNA binding, fluorescence polarization, 90 min; activity, % at 10 µM; actives 0.79% (n = 370,000);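 active = activity above about 14%, limit read from the data; passing the limit was not always enough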;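 note: 0% = DMSO wells with 35 nM protein and 100% = DMSO wells with 750 nM protein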
TCR CD3 inh: human TCR-CD3 binding inhibition; TAMRA-labeled TCR probe fluorescence, biochemical; inhibition, % at 9.4 µM; actives 0.37% (n = 360,000); in the data active = inhibition above about 19%;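 note: recombinant mutant TCR 2C K166C tagged with TAMRA read by polarization; 0% = receptor in buffer alone and 100% = receptor with positive control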
* = called active by the depositor. Not all compounds are listed (hit frequency here may not be typical).

How did C#CCN1C(=O)C2C(C(=O)NC)C3C=CC2(O3)C1C(=O)NCc1ccc(OC)cc1 (stereo not given) do in these assays?
LEDGF integ inh: 0; TDP2 inh: -4; HTRA1 inhibitor: 1; SIAE inh: 3; PRMT1 FP inh: -4; PG9 binder: 0.7; ABHD4 inh: 1; rCAG RNA binder: -1; Rev-erbA mod: -10; TCR CD3 inh: 5

Results for C=CC[C@H](CC(=O)N[C@H](CO)Cc1ccccc1)C(=O)N[C@@H](COC(=O)[C@@H](CC=C)CC(=O)OC(C)(C)C)Cc1c[nH]c2ccccc12 ?
LEDGF integ inh: 0; TDP2 inh: -10; HTRA1 inhibitor: -26; SIAE inh: -1; PRMT1 FP inh: 2; PG9 binder: -1.2; ABHD4 inh: -14; rCAG RNA binder: -7; Rev-erbA mod: -1; TCR CD3 inh: 7

How did CCO[C@H]1OC(C(=O)N2CCN(C)CC2)=C[C@@H](C(C)(C)C)[C@@H]1CCCO do in these assays?
LEDGF integ inh: -2; TDP2 inh: 4; HTRA1 inhibitor: -1; SIAE inh: -2; PRMT1 FP inh: 0; PG9 binder: 0.0; ABHD4 inh: -3; rCAG RNA binder: -9; Rev-erbA mod: 2; TCR CD3 inh: 3

What do the screens show for `C#CCN(CC=C)C(=O)C1CCC(=O)N(CCCc2ccccc2)C1` (stereo not given)?
LEDGF integ inh: -1; TDP2 inh: -6; HTRA1 inhibitor: 10; SIAE inh: 7; PRMT1 FP inh: -3; PG9 binder: -0.4; ABHD4 inh: 5; rCAG RNA binder: -3; Rev-erbA mod: 4; TCR CD3 inh: -2

How did CCOc1ccc(-n2c(SCC(=O)Nc3ccc4c(c3)c3ccccc3n4CC)nnc2-c2cccnc2)cc1 do in these assays?
LEDGF integ inh: 3; TDP2 inh: 0; SIAE inh: -2; PRMT1 FP inh: 1; ABHD4 inh: 4; rCAG RNA binder: 15; Rev-erbA mod: 9

Results for O=C(CCN1CCOCC1)NNC(=O)c1ccc(Cl)c([N+](=O)[O-])c1 ?
LEDGF integ inh: -1; TDP2 inh: 7; HTRA1 inhibitor: 5; SIAE inh: 3; PRMT1 FP inh: 4; PG9 binder: 2.0; ABHD4 inh: 5; rCAG RNA binder: 1; Rev-erbA mod: 3; TCR CD3 inh: 0

What do the screens show for `Cc1ccc(Cc2nnc(SCC(=O)Nc3ccccc3)n(N)c2=O)cc1`?
LEDGF integ inh: -4; TDP2 inh: -3; HTRA1 inhibitor: -6; SIAE inh: 0; PRMT1 FP inh: 7; PG9 binder: -2.0; ABHD4 inh: -8; rCAG RNA binder: 1; Rev-erbA mod: 2; TCR CD3 inh: 3

Results for Cc1ccc(NC(=O)CSc2nnc(CNC(=O)C34CC5CC(CC(C5)C3)C4)n2-c2ccc(F)cc2)cc1 ?
LEDGF integ inh: -2; TDP2 inh: 11; HTRA1 inhibitor: -19; SIAE inh: -4; PRMT1 FP inh: 0; PG9 binder: -2.9; ABHD4 inh: 2; rCAG RNA binder: 5; Rev-erbA mod: -8; TCR CD3 inh: -2

What do the screens show for `CCCN(Cc1cc2cc(C)ccc2[nH]c1=O)S(C)(=O)=O`?
LEDGF integ inh: 2; TDP2 inh: -4; HTRA1 inhibitor: 6; SIAE inh: 0; PRMT1 FP inh: -1; PG9 binder: 2.6; ABHD4 inh: 5; rCAG RNA binder: 0; Rev-erbA mod: -1; TCR CD3 inh: 5

How did CC1CCCCN1S(=O)(=O)c1ccc(N(C(=O)c2cnccn2)C(C(=O)NC2CCCCC2)c2cccs2)cc1 (stereo not given) do in these assays?
LEDGF integ inh: 3; TDP2 inh: -22; HTRA1 inhibitor: -14; SIAE inh: -3; PRMT1 FP inh: 0; PG9 binder: -1.6; ABHD4 inh: -13; rCAG RNA binder: 1; Rev-erbA mod: -3; TCR CD3 inh: -9

What do the screens show for `CCc1nnc(NC(=O)CSc2nnc(-c3ccc(OC)cc3)n2C)s1`?
LEDGF integ inh: -4; TDP2 inh: -2; HTRA1 inhibitor: 1; SIAE inh: 0; PRMT1 FP inh: 1; PG9 binder: -0.1; ABHD4 inh: 4; rCAG RNA binder: -3; Rev-erbA mod: -9; TCR CD3 inh: 3

Results for O=C(NCc1ccccc1)N(Cc1nc2ccccc2c(=O)[nH]1)C1CCCC1 ?
LEDGF integ inh: -1; TDP2 inh: -7; HTRA1 inhibitor: -2; SIAE inh: -7; PRMT1 FP inh: 0; PG9 binder: -1.4; ABHD4 inh: 1; rCAG RNA binder: -4; Rev-erbA mod: 2; TCR CD3 inh: 3

How did Fc1ccc2nc(-c3ccccc3)ccc2c1 do in these assays?
LEDGF integ inh: 0; TDP2 inh: 4; SIAE inh: 7; PRMT1 FP inh: 3; PG9 binder: -0.6; ABHD4 inh: -3; rCAG RNA binder: 0; Rev-erbA mod: 1; TCR CD3 inh: -3

How did Cc1cc([N+](=O)[O-])ccc1NCc1ccco1 do in these assays?
LEDGF integ inh: 2; TDP2 inh: 2; HTRA1 inhibitor: 1; SIAE inh: -1; PRMT1 FP inh: 1; PG9 binder: -2.3; ABHD4 inh: 2; rCAG RNA binder: -1; Rev-erbA mod: -4; TCR CD3 inh: 4

How did CCC(C)(C)NC(=O)C(c1cccs1)N(C(=O)c1ccn[nH]1)c1cccc(OC)c1 (stereo not given) do in these assays?
LEDGF integ inh: 0; TDP2 inh: -7; HTRA1 inhibitor: 4; SIAE inh: 6; PRMT1 FP inh: -3; PG9 binder: 1.6; ABHD4 inh: 4; rCAG RNA binder: -5; Rev-erbA mod: 0; TCR CD3 inh: 0

What do the screens show for `CCOc1cccc2sc(N(CCCN(C)C)C(=O)c3ccc(S(=O)(=O)N(C)Cc4ccccc4)cc3)nc12`?
LEDGF integ inh: 0; TDP2 inh: 4; HTRA1 inhibitor: -13; SIAE inh: 9; PRMT1 FP inh: -2; PG9 binder: 0.0; ABHD4 inh: 8; rCAG RNA binder: -3; Rev-erbA mod: -4; TCR CD3 inh: 2

What do the screens show for `CCOC(=O)c1cc2c(=O)n3ccccc3nc2n(C(C)C)c1=NC(=O)c1c(-c2ccccc2Cl)noc1C`?
LEDGF integ inh: -8; TDP2 inh: 2; HTRA1 inhibitor: 3; SIAE inh: -1; PRMT1 FP inh: 1; PG9 binder: 0.9; ABHD4 inh: 3; rCAG RNA binder: 2; Rev-erbA mod: 9; TCR CD3 inh: -6

Results for COc1ccccc1OCC(O)CNCc1ccc2c(c1)OCO2 (stereo not given) ?
LEDGF integ inh: -1; TDP2 inh: 1; HTRA1 inhibitor: 2; SIAE inh: 3; PRMT1 FP inh: 5; PG9 binder: -1.1; ABHD4 inh: -8; rCAG RNA binder: -4; Rev-erbA mod: -3; TCR CD3 inh: -11

What do the screens show for `CN(C)CC/C=C1/c2ccccc2Sc2c(O)cc(Cl)cc21`?
LEDGF integ inh: -4; TDP2 inh: 7; HTRA1 inhibitor: 0; SIAE inh: -1; PRMT1 FP inh: 2; PG9 binder: -4.1; ABHD4 inh: 16; rCAG RNA binder: 11; Rev-erbA mod: 1; TCR CD3 inh: 0

Results for O=C(O)c1ccc(N/N=C/c2cc3cc4c(cc3nc2Cl)OCCO4)cc1 ?
LEDGF integ inh: 3; TDP2 inh: 6; HTRA1 inhibitor: -6; SIAE inh: -33; PRMT1 FP inh: 8; PG9 binder: -5.7; ABHD4 inh: 25; rCAG RNA binder: 31; Rev-erbA mod: -1; TCR CD3 inh: -3

Gathered by group, the entries above containing a tert-butyl group.
Results for C=CC[C@H](CC(=O)N[C@H](CO)Cc1ccccc1)C(=O)N[C@@H](COC(=O)[C@@H](CC=C)CC(=O)OC(C)(C)C)Cc1c[nH]c2ccccc12 ?
LEDGF integ inh: 0; TDP2 inh: -10; HTRA1 inhibitor: -26; SIAE inh: -1; PRMT1 FP inh: 2; PG9 binder: -1.2; ABHD4 inh: -14; rCAG RNA binder: -7; Rev-erbA mod: -1; TCR CD3 inh: 7

How did CCO[C@H]1OC(C(=O)N2CCN(C)CC2)=C[C@@H](C(C)(C)C)[C@@H]1CCCO do in these assays?
LEDGF integ inh: -2; TDP2 inh: 4; HTRA1 inhibitor: -1; SIAE inh: -2; PRMT1 FP inh: 0; PG9 binder: 0.0; ABHD4 inh: -3; rCAG RNA binder: -9; Rev-erbA mod: 2; TCR CD3 inh: 3

Further records
What do the screens show for `NNC(=O)c1cc(S(=O)(=O)N2CCOCC2)c[nH]1`?
LEDGF integ inh: 5; TDP2 inh: 3; HTRA1 inhibitor: -2; SIAE inh: -10; PRMT1 FP inh: -1; PG9 binder: -1.2; ABHD4 inh: 1; rCAG RNA binder: 2; Rev-erbA mod: -3; TCR CD3 inh: 10

What do the screens show for `CC(C)(C)OC(=O)N1C[C@H](O)C[C@H]1C(=O)OCC(=O)c1ccc([N+](=O)[O-])cc1`?
LEDGF integ inh: -1; TDP2 inh: -11; HTRA1 inhibitor: 2; SIAE inh: -3; PRMT1 FP inh: 12; PG9 binder: -0.1; ABHD4 inh: 6; rCAG RNA binder: -2; Rev-erbA mod: -3; TCR CD3 inh: 3

What do the screens show for `O=C(C1=C[C@@H](c2ccc(Br)cc2)C[C@@H](OCCCCO)O1)N1CCN(Cc2ccccc2)CC1`?
LEDGF integ inh: -1; TDP2 inh: -18; HTRA1 inhibitor: -3; SIAE inh: -9; PRMT1 FP inh: 0; PG9 binder: -2.0; ABHD4 inh: -16; rCAG RNA binder: -4; Rev-erbA mod: -4; TCR CD3 inh: 5

Results for CCCCCCCN=CC1=C(O)CC(c2ccccc2)CC1=O (stereo not given) ?
LEDGF integ inh: -1; TDP2 inh: 12; HTRA1 inhibitor: -6; SIAE inh: 3; PRMT1 FP inh: 0; PG9 binder: 0.2; ABHD4 inh: 4; rCAG RNA binder: -2; Rev-erbA mod: 4; TCR CD3 inh: 3

How did CCCn1nc(NC(=O)CC(C)C)c2cc3ccccc3nc21 do in these assays?
LEDGF integ inh: -3; TDP2 inh: 14; HTRA1 inhibitor: -3; SIAE inh: -1; PRMT1 FP inh: 0; PG9 binder: -1.8; ABHD4 inh: 4; rCAG RNA binder: -1; Rev-erbA mod: 0; TCR CD3 inh: -2

Results for c1ccc(CCSc2nccn2-c2ccccc2)cc1 ?
LEDGF integ inh: 2; TDP2 inh: -6; HTRA1 inhibitor: -14; SIAE inh: -4; PRMT1 FP inh: -2; PG9 binder: 0.4; ABHD4 inh: -2; rCAG RNA binder: -7; Rev-erbA mod: -4; TCR CD3 inh: 5

What do the screens show for `Cc1cc2ccccc2n1CCNC(=O)C(C)(C)C`?
LEDGF integ inh: 2; TDP2 inh: -16; HTRA1 inhibitor: 12; SIAE inh: -10; PRMT1 FP inh: -4; PG9 binder: -1.8; ABHD4 inh: 4; rCAG RNA binder: 3; Rev-erbA mod: -6; TCR CD3 inh: 10
